Statin myotox sup: suppressors of statin myotoxicity in C2C12 myotubes, primary screen, cell-based, single point, plate reader; rescue of ATP level, % at 7.49 µM; C2C12 myotubes + simvastatin, ATP luminescence, 48 h; scaled: DMSO 0, geranylgeraniol control 100; actives 0.78% (n = 330,000);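 active = mean ATP rescue above about 67%, or every replicate alone reaching that limit, limit read from the data, passing the limit was not always enough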;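 also: myotubes were challenged with 10 µM simvastatin during compound exposure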
GSIS activator: GLuc luminescence reporter in INS-1E cells, primary screen for activators of glucose-dependent secretion of insulin; INS-1E GLuc reporter insulin secretion, 2-3 h; activation, % at 16.6 µM; actives 0.61% (n = 370,000); AID 743287, 2014;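 active = lowest replicate activation of at least 40%, so every replicate reaches that level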;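 also: 0% = median of neutral control wells and 100% = median of IBMX positive control wells; some compounds called inactive have numbers as strong as hits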
FN deposition inh: inhibitors of fibronectin matrix deposition, primary screen, AH1F cells, Alexa488-fibronectin fluorescence, plate reader; AH1F fibroblasts, overnight; inhibition, % at 12.6 µM; actives 0.086% (n = 350,000);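 active = mean inhibition across replicates of 30% or more, regardless of how many single replicates reach that level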;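 also: positive control wells lacked labelled fibronectin entirely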
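Material: AH1F fibroblast monolayer depositing Alexa488-labelled fibronectin into matrix / Amount: 10000 AH1F cells per well / Signal: fluorescence 485/525 nm / Medium: DMEM, 2% serum / Compound: single dose, pinned / Incubation: 1 h cell adhesion before compound, then overnight fibronectin incubation / Reagent: Alexa488-FN, 24 nM final / Read-out: inhibition of fibronectin deposition signal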
miR-122 sensor: miR-122 Renilla sensor signal increase in Huh7, primary screen, miR-122 inhibitor project, cell-based, single point, plate reader | Huh7 miR-122 Renilla luciferase sensor, 48 h; neutral wells = 0, positive control = 100 | activation (reporter increase), % at 12.5 µM | actives 0.3% (n = 340,000);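 active = mean replicate activation score at least 90 and every replicate individually at or above 90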;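 also: higher luciferase means less miR-122 activity so hits act as miR-122 inhibitors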
Cneo AK release: Cryptococcus neoformans cell lysis inducers, primary screen, AK release luminescence, single concentration | C. neoformans lysis, adenylate kinase release luminescence, 4 h; normalised: neutral wells 0, clomiphene wells 100 | lysis activity, % at 15 µM | actives 0.2% (n = 360,000) | AID 651654, 2012;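 active = mean lysis activity across replicates of at least 80%, whatever share of replicates individually reach that level; inactive = mean lysis activity below 80%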
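Assay system: C. neoformans cells. Amount: yeast cell density of 5 × 10^6 cells/mL. Technique: AK luminescence. Buffer or medium: YPD. Times: static 4 h at 37 °C with compound, 1 h detection. Dosing: single-point compound dose. Read-out: lysis from increased AK signal.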
CFTR F508del cor: F508del CFTR correction, initial screen, CFBE line, single point; activity (quench increase), % at 7.58 µM; actives 0.36% (n = 350,000); CFBE cells, YFP halide quenching; stimulated with forskolin plus potentiator P3; % fluorescence drop versus neutral controls; AID 720511, 2013;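 active = mean added fluorescence quench of at least 8% versus neutral control, with both replicates also reaching 8%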;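 also: cells transiently co-express mutant CFTR-F508del with the halide-sensitive YFP; corrector assay measuring rescue of mutant channel to the surface after 24 h compound exposure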
PGC1a acetyl inh: inhibitors of PGC1a acetylation signal, primary screen, cell-based, U2OS, AlphaScreen, inhibitor mode; AlphaScreen anti-acetyl-lysine; with virally co-expressed GCN5 acetyltransferase; actives 0.17% (n = 350,000); AID 651687, 2012; inhibition, % at 15.6 µM;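 active = every replicate shows inhibition of at least 40%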;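 also: 0% = neutral control wells and 100% = positive control wells; some results beyond the cut were filed as inactive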
PglD inh: C. jejuni PglD acetyltransferase inhibitors, primary screen, biochemical, DTNB colorimetric, single point; UDP-N-acetylbacillosamine N-acetyltransferase PglD (Campylobacter jejuni); purified PglD enzyme, DTNB colorimetric CoA detection; inhibition, % at 12.5 µM; actives 0.098% (n = 360,000); AID 602405, 2012; in the data active = inhibition above about 16%, passing the limit was not always enough; also: strong numbers were not always called active
* hit, by the source's call; . = not tested or not shown; [ ] = another dose, or the depositor's remark.

Start of the listing, in advance, 5 compounds:
Each structure is followed by: miR-122 sensor	CFTR F508del cor	GSIS activator	PGC1a acetyl inh	FN deposition inh	Statin myotox sup	Cneo AK release	PglD inh
1) COc1ccc(C(C(=O)NC2CCCC2)N(C(=O)c2ccco2)c2ccc(OC)c(OC)c2)cc1 (stereo not drawn)
 : -4.3	.	.	9.4	0.3	3.5	-1.2	1.0
2) Cc1cnn(C(=S)NCCc2ccccc2)c1
 : -8.8	.	.	1.2	.	1.0	8.2	4.5
3) O=C(CSc1nnc(-c2ccc(F)cc2)n1CC1CCCO1)NCc1ccco1 (stereo not drawn)
 : 2.0	0.2	15.6	.	.	3.3	-1.6	-2.5
4) c1ccc(-c2nnc(SCc3nc4ccccc4[nH]3)n2Cc2ccco2)cc1
 : 2.3	.	7.4	11.4	.	25.6	11.3	-1.2
5) CC(=O)N1c2ccc(S(=O)(=O)N3CCC(C(=O)Nc4ccc(C)cn4)CC3)cc2CC1C (stereo not drawn)
 : -2.2	-1.8	-9.1	-7.4	-3.5	-3.7	2.9	-2.3

The listing, repeating the preview:
Each structure is followed by: miR-122 sensor	CFTR F508del cor	GSIS activator	PGC1a acetyl inh	FN deposition inh	Statin myotox sup	Cneo AK release	PglD inh
1) COc1ccc(C(C(=O)NC2CCCC2)N(C(=O)c2ccco2)c2ccc(OC)c(OC)c2)cc1 (stereo not drawn)
 : -4.3	.	.	9.4	0.3	3.5	-1.2	1.0
2) Cc1cnn(C(=S)NCCc2ccccc2)c1
 : -8.8	.	.	1.2	.	1.0	8.2	4.5
3) O=C(CSc1nnc(-c2ccc(F)cc2)n1CC1CCCO1)NCc1ccco1 (stereo not drawn)
 : 2.0	0.2	15.6	.	.	3.3	-1.6	-2.5
4) c1ccc(-c2nnc(SCc3nc4ccccc4[nH]3)n2Cc2ccco2)cc1
 : 2.3	.	7.4	11.4	.	25.6	11.3	-1.2
5) CC(=O)N1c2ccc(S(=O)(=O)N3CCC(C(=O)Nc4ccc(C)cn4)CC3)cc2CC1C (stereo not drawn)
 : -2.2	-1.8	-9.1	-7.4	-3.5	-3.7	2.9	-2.3
6) C[C@H](CO)N1C[C@H](C)[C@@H](CN(C)Cc2ccc3c(c2)OCO3)Oc2ccc(NS(=O)(=O)c3cccs3)cc2C1=O
 : -3.9[16.7 µM]	-3.7	10.4	0.6	-2.0	17.1	1.0	-5.6
7) C[C@H](CO)N1C[C@H](C)[C@@H](CN(C)C(=O)Nc2ccc(C(F)(F)F)cc2)Oc2ncc(C#C[C@@H](C)O)cc2C1=O
 : .	-1.5	-5.0	4.8	11.2	1.5	-1.7	1.5
8) CCOC(=O)C1CCN(C(C(=O)Nc2ccc3c(c2)OCCO3)c2ccccc2)CC1 (stereo not drawn)
 : -4.3	.	8.0	-10.4	.	3.9	-1.6	4.4
9) Cc1ccccc1N(CC(=O)NC1CCCC1)C(=O)C1(C)CC(=O)N=C2C=CC=CN21 (stereo not drawn)
 : -9.6	.	.	-11.2	.	4.5	-3.7	1.5
10) C[C@H](CO)N1C[C@H](C)[C@@H](CN(C)C)Oc2cc(/C=C/c3ccccc3)ccc2S1(=O)=O
 : 25.7[16.7 µM]	-2.4	-5.5	-13.3	0.9	-5.6	0.3	-1.3
11) Cc1c(CC(=O)NC(C)C)c(=O)oc2cc3c(cc12)CCC(C)(C)O3
 : .	1.7	6.7	.	-6.1	-17.0	-0.8	3.1
12) Cn1nc(C(=O)Nc2ccccc2)c2c1-c1ccccc1S(=O)(=O)C2
 : 0.3	1.5	2.9	6.5	10.0	-9.2	1.8	3.5
13) NC(=O)c1sc2nc3c(c(-c4ccco4)c2c1N)CCC3
 : -5.1	-1.8	-7.7	17.9	.	49.8	-0.8	-3.7
14) O=C(CN1C(=O)NC2(CCCCCC2)C1=O)NCc1cccs1
 : 3.3	-1.9	1.8	-9.4	3.5	6.7	-0.4	-1.5
15) CCCC(=O)OCCNC(=O)c1cc2ccccc2oc1=O
 : -6.7	.	.	6.5	.	-6.8	0.5	4.7
16) Cc1c(Cl)cccc1NC(=O)CSc1nnc(CCNC(=O)OC(C)(C)C)o1
 : 5.8	.	.	5.5	-2.3	-7.6	11.1	-3.4
17) CC(C)CCNC(=O)c1cc(-c2cccs2)nc2ccccc12
 : 7.3	-0.9	57.3	-8.6	6.1	-4.8	0.0	-5.1
18) O=C(CNC(=O)C1COc2ccccc2O1)N/N=C/c1ccc(O)cc1O (stereo not drawn)
 : -17.9	7.8	-8.0	4.0	14.1	12.7	.	.
19) O=C(c1cc([N+](=O)[O-])ccc1N1CCOCC1)N1CCOCC1
 : 8.2	-0.6	3.9	0.5	-1.3	3.0	0.4	-4.9
20) CN1CCc2cc(Cl)c(O)cc2[C@@H](c2ccccc2)C1
 : -3.9	4.2	.	.	3.7	1.2	1.3	-1.8
21) COC(=O)c1ccc(NC(=O)C2CCN(S(C)(=O)=O)CC2)cc1
 : 1.0	.	.	.	6.0	.	-13.2	5.3
22) Cc1ccccc1NC(=S)/C(=C(\[O-])c1ccc(C)c([N+](=O)[O-])c1)[n+]1ccccc1
 : -5.9	.	-8.1	.	.	2.6	2.3	3.8
23) COc1ccccc1CN(C)C[C@H]1OCc2ccccc2-c2c(n(C)c3ccccc23)C(=O)N([C@@H](C)CO)C[C@H]1C
 : .	3.2	-10.3	-0.1	6.8	.	.	.
24) C[C@@H]1CCCCO[C@H](CN(C)C(=O)Cc2ccccc2)[C@@H](C)CN([C@H](C)CO)C(=O)c2cc(NC(=O)NC3CCCCC3)ccc2O1
 : 16.8[16.7 µM]	-0.2	-0.7	3.4	.	.	2.3	1.2
25) Cn1cnc(S(=O)(=O)N[C@H]2C=C[C@H](CC(=O)NCC3CC3)O[C@@H]2CO)c1
 : 6.6[16.7 µM]	1.6	9.8	-9.6	-1.5	2.3	58.3	-0.4
26) COc1ccc(C(=O)c2c(-c3cccc(C)c3)oc3ccc(N4CCOCC4)cc23)cn1
 : -2.5	2.5	8.1	1.5	-4.3	-9.0	-0.8	-4.1
27) O=C(CCS(=O)(=O)c1ccccc1)Nc1ccc(Cl)cn1
 : -3.7	0.3	-0.9	-5.3	3.3	.	-0.2	0.6
28) CC(C)c1ccc(N2C(=O)CC(NNC(=O)c3ccccc3Cl)C2=O)cc1 (stereo not drawn)
 : -8.2	-1.1	.	.	1.8	.	-1.0	-2.1
29) N#CC(c1ccccn1)(c1ncc(C(F)(F)F)cc1Cl)N1CCOCC1 (stereo not drawn)
 : 3.1	.	.	1.2	1.9	12.2	1.9	0.3
30) COc1ccc2c3c([nH]c2c1)[C@@H](CO)N(C(=O)Nc1ccc(F)cc1)CC31CCN(C(=O)c2ccccc2F)CC1
 : .	0.6	-10.1	-0.2	-0.8	.	.	.
31) O=C(N/N=C/c1ccc2ncccc2c1)c1cc(-c2cccs2)nc2ccccc12
 : 0.1	1.0	-7.8	6.2	9.9	-24.0	-1.1	-1.5
32) Cn1c(=O)c2c(-c3ccccc3)n(-c3ccccc3N)cc2n(C)c1=O
 : -1.7	-0.1	-4.7	-17.2	3.3	-1.5	0.3	9.0
33) COc1ccccc1/C=C/C(=O)c1cc(Br)ccc1OC(=O)c1ccco1
 : 22.3	.	.	7.6	9.9	19.5	0.7	-1.0
34) Cc1ccccc1NC(=O)CCN1CCc2ccccc2C1
 : 2.1	1.8	2.7	-11.7	-5.6	4.5	7.6	4.0
35) N#CCSc1nnc(-c2ccccc2O)n1CCc1ccccc1
 : -5.2	.	18.9	-9.7	0.3	-72.1	.	.
36) COc1ccc(NC(=O)c2ccc(Cl)nc2)cc1S(=O)(=O)N1CCOCC1
 : 2.6	-2.4	.	-3.2	1.8	-7.1	1.2	-3.8
37) Cc1cccc(NC(=S)N2CCC(O)CC2)c1C
 : -2.8	-0.2	6.7	-4.3	.	4.6	1.6	0.5
38) O=C(NCc1ccccc1F)c1ccc(S(=O)(=O)NCc2ccco2)cc1
 : 8.5	0.4	-12.2	.	-5.4	11.3	-3.9	0.5
39) O=C(C[C@@H]1C[C@H]2c3cc(NS(=O)(=O)c4ccc(F)cc4)ccc3O[C@H]2[C@@H](CO)O1)NCCN1CCCCC1
 : -5.5[16.7 µM]	-0.5	-1.9	-1.1	2.2	3.8	4.6	-1.3
40) CC(C)C1CC(c2csc(N)n2)CCO1 (stereo not drawn)
 : -4.9	.	.	-5.6	.	-24.0	-1.2	2.5
41) C[C@H](CO)N1C[C@H](C)[C@@H](CN(C)Cc2ccc(-c3ccccc3)cc2)Oc2ccc(NS(=O)(=O)c3ccc(Cl)cc3)cc2CC1=O
 : 1.7[16.7 µM]	3.4	3.4	-48.6	.	47.4	.	.
42) COc1ccc([C@H]2CC(=O)C=C(c3cccc4c3Oc3ccccc3S4)C2)cc1
 : 9.9	2.3	-3.9	-5.6	-21.0	-2.9	5.0	0.8
43) COC(=O)C[C@@H]1CC[C@H]2[C@@H](COc3ccc(NC(=O)c4ccc(F)cc4)cc3C(=O)N2C)O1
 : -7.9[16.7 µM]	1.6	-3.0	4.9	1.5	7.0	37.2	1.0
44) OC[C@@H]1CN(Cc2cccc(C(F)(F)F)c2)C[C@H](n2cnc3c(NCc4ccc(F)cc4)ncnc32)O1
 : -13.8	-1.3	-14.0	-8.6	12.7	5.6	1.7	-0.1
45) COc1ccc(C(=O)Nc2ccc3c(c2)C(=O)N(C)[C@@H]2CC[C@H](CC(=O)NCC4CC4)O[C@@H]2CO3)cc1
 : .	.	0.2	.	-5.8	15.4	-2.9	1.7
46) COc1cccc(OCc2cc(C(=O)N(C)Cc3nc4ccccc4[nH]3)no2)c1
 : -10.3	3.1	-14.3	-8.3	-2.6	-15.7	-2.1	-3.7
47) C=CCCC(=O)Nc1nc(C)c(-c2csc(Nc3ccc(Cl)cc3Cl)n2)s1
 : 8.6	2.3	.	5.9	7.6	-64.7	-0.4	0.2
48) CN(C)/C=C/C(=O)c1ccc(Br)s1
 : 6.1	-2.6	-1.4	8.2	-1.6	5.1	5.3	3.9
49) Cc1cc(C(=O)NCc2cccnc2)n(-c2ccccc2)n1
 : -3.3	-3.3	19.1	5.8	1.3	14.3	1.8	2.6
50) COc1ccccc1C(=O)N1C[C@@H]2[C@H](c3ccccc31)[C@H](CO)N2CC1CCOCC1
 : 7.1[16.7 µM]	0.3	-0.1	2.1	.	-1.2	-3.6	-1.6
